High-throughput results (PubChem)
GAA inhib – alpha-glucosidase (human) inhibition. AID 1466. 0.005% of 200,000 active. purified human GAA, 4-MU-alpha-glucoside fluorescence. Potency, µM (top dose mostly 76.9 µM), for inactives: at the top dose activity change, negative = inhibition, most hits filed as inhibitors;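 further: plate controls were uninhibited enzyme wells for no effect and no-enzyme background for full effect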
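Activity normalized between no-enzyme (basal) and enzyme-only wells. Conditions: 4 nM human enzyme, 400 uM fluorogenic substrate, citrate/phosphate pH 5.0 with Tween-20, 20 min room temperature, compounds up to 77 uM.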
HttQ103 aggreg – mutant huntingtin aggregation inhibition. AID 1688. Potency, µM (highest dose often 46.1 µM), for inactives: top-dose activity change, negative = inhibition, usual class: inhibitors. PC12 HttQ103-GFP aggregates, Acumen cytometry, 40 h. 1.1% of 220,000 active; further: on the % scale 0 is the no-effect control and ±100 the full control effect; nearly all actives have a fitted effect of over 60% in size
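Using laser scanning cytometry, GFP-positive aggregates were counted after lysis of PC12 cells induced with 100 nM tebufenozide to express HTT exon 1 Q103–GFP. Compounds were tested in titration.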
RGS12 GoLoco inh – RGS12 GoLoco-Gai1 interaction inhibition. Potency, µM (doses to about 61.6 µM), for the others: at the top dose activity, negative = inhibition, actives largely listed as inhibitors. Gai1:RGS12 GoLoco peptide FP, rhodamine, 10 min. 0.44% of 230,000 active. P63096; active means well fitted inhibition curve with a large enough effect, not every such curve was filed as active; inactive means no such curve, though single readings can be large or run the other way; further: on the % scale 0 is the no-effect control and ±100 the full control effect; nearly all actives have a fitted effect of over 30% in size; many of its hits are not listed in these tables
Target sequence (P63096 whole entry, looked up): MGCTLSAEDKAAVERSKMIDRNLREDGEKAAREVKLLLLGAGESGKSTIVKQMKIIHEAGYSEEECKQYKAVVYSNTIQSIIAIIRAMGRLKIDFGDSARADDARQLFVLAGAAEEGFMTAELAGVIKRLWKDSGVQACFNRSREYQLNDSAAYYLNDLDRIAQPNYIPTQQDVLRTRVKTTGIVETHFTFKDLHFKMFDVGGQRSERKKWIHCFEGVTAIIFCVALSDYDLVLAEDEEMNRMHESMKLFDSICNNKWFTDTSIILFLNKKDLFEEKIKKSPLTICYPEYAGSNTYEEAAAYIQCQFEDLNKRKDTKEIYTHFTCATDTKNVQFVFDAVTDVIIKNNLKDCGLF
aGlu spleen mod – lysosomal alpha-glucosidase (human) modulation; P10253; human spleen homogenate, 4-MU-alpha-glucoside fluorescence; AID 2112; Potency, µM (highest dose often 79.9 µM), inactives show top-dose activity change, negative = inhibition, hits mostly inhibitors; 0.006% of 240,000 active;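 further: 0% = enzyme with vehicle and -100% = no enzyme basal signal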
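AC50 values come from Hill-equation fits of concentration-response data, normalized to no-enzyme and full-activity controls. Enzyme source: 1 ug human spleen homogenate; 1 mM fluorogenic 4-MU glucoside, pH 5.0 citrate buffer, 37 C, 40 min.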
IMPase Li cell – cell-permeable IMPase inhibitors with lithium potentiation | CHO-M1 cells, IP1 TR-FRET (IP-One), carbachol + lithium | Potency, µM (doses to about 59.4 µM), for inactives: at the highest dose activity, negative = IMPase inhibition, actives largely listed as inhibitors | 0.35% of 210,000 active;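 further: IP1 builds up when IMPase is blocked and the TR-FRET signal falls; plate controls were basal vehicle for no effect and high inhibitor control for full effect; nearly all actives have a fitted effect of over 50% in size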
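CHO cells stably expressing M1 receptor (2000/well) were cultured 16–30 h, then exposed to compounds with a small lithium addition for 30 min at 37C. IP1 was measured by TR-FRET competition; AC50 from Hill fits.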
GAA glycogen – GAA glycogen-cleavage inhibition or activation. recombinant GAA, glycogen substrate, Amplex Red glucose oxidase fluorescence. Potency, µM (titrated, usually from 76.4 µM), inactives show top-dose activity change, negative = inhibition, actives largely listed as inhibitors. 0.38% of 300,000 active;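 further: 0% = full enzyme reaction and -100% = no-enzyme basal signal; the screen sought inhibitors and activators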
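Recombinant human alpha-glucosidase (4 nM final) hydrolysed bovine liver glycogen (30 ug) for 40 min at 37 C in pH 5.0 citrate/phosphate with 0.01% Tween-20. Released glucose detected by glucose oxidase/Amplex Red, Ex 573/Em 610 nm. Compounds up to 77 uM; AC50 from Hill fits.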
HTT cytoprotect – protects HTT-Q103 PC12 cells, measured by ATP; PC12 HTT-Q103 induced, cytoprotection, ATP luminescence, 40 h; Potency, µM (series often up to 56.4 µM), for inactives: cytoprotection (ATP increase), hits mostly activators; 0.14% of 230,000 active; AID 1471;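 further: % of control where 0% means no effect; nearly all actives have a fitted effect of over 45% in size; toxic huntingtin expression switched on by the ecdysone agonist tebufenozide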
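ATP quantification (ATPlite) reports survival of PC12 cells in which tebufenozide, 100 nM final, switches on Htt exon 1 with 103 glutamines linked to GFP; compounds are titrated.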
Active calls of the source: *; ? = inconclusive; / = not tested or not shown; [ ] = another dose, or the depositor's remark. Unless noted, the call rests on the fitted dose curve; in most records, active means well fitted curve in the direction sought with a large enough effect; inconclusive means small, poorly fitted or top-dose-only effect, or another doubt; inactive means no such curve, though single readings can be large; an effect the other way counts as inactive or inconclusive. Potency means the concentration at half of the fitted maximal effect. Only part of the results is shown; rates above refer to the full screens.

structure	GAA inhib	HttQ103 aggreg	RGS12 GoLoco inh	aGlu spleen mod	IMPase Li cell	GAA glycogen	HTT cytoprotect
C1CCN(c2nc(N3CCCC3)nc(N3CCNCC3)n2)C1	3%	14%	/	-2%	/	4%	-22%[10 µM]
COc1ccc(-c2[nH]ncc2CN(C)Cc2cnccn2)c(OC)c1	?	/	0%	-3%	7%	12%	/
CCC1(C)NC(=O)N(/N=C/c2cc(OC)c(O)c(OC)c2)C1=O (configuration not stated)	-9%	-17%	4%	-6%	4%	9%	-29%
Cc1cccc2cc3c(N)c(C(=O)N4CCOCC4)sc3nc12	?	11%	-2%	-8%	-12%[38.3 µM]	-7%	-27%
Cc1c2c(nc3nc4ccccc4n13)CCCC2=O	-7%	-15%	-1%	-4%	6%[38.3 µM]	-7%	10%[0.074 µM]
Cc1ccccc1N1CCN(C(=O)C2CCCCC2)CC1	-2%	-14%	-16%	-3%	4%[38.3 µM]	-3%	-6%
Cc1cccc(N=C2N=C(N)c3ccccc32)c1	-10%	9%	13%	1%	-4%[38.3 µM]	5%	-11%
CCOC(=O)C1CN(S(=O)(=O)c2ccc(OC)cc2)c2cc(S(=O)(=O)CC)ccc2O1 (configuration not stated)	0%	-8%	-2%	-10%	13%[38.3 µM]	-12%	-8%
CCCCc1c(O)nc2n(c1=O)CCS2	3%	-17%	12%	-4%	13%[38.3 µM]	5%	8%
Fc1ccc(CNc2ccc(CNc3ncn[nH]3)cc2)cc1	0%	-6%[9.22 µM]	-3%	-20%	6%[38.3 µM]	-2%	7%
CC(C)N1C2OC(C3OC4C(O3)N(C(C)C)S(=O)(=O)N4C(C)C)OC2N(C(C)C)S1(=O)=O (configuration not stated)	0%	14%	6%	0%	2%[38.3 µM]	7%	-6%
O=C1CNC(=S)N1c1nc(-c2ccccc2)cs1	-2%	-6%	19%	-9%	-23%	7%	-3%[10 µM]
CC#C[C@]1(O)CC[C@H]2[C@@H]3CCC4=CC(=O)CCC4=C3[C@@H](c3ccc(N(C)C)cc3)C[C@@]21C	-5%[15.4 µM]	?	-13%	3%	12%	-18%	-82%[inhibitor]
OCCNCCCCOc1ccccc1F	-1%	-5%	-2%	1%	0%[38.3 µM]	4%	5%[10 µM]
O=C(CSc1nnc(-c2ccccc2)o1)NCC1CCCCC1	1%	-19%	5%	-7%	0%[38.3 µM]	7%	-6%
O=c1ccn(-c2cccc(C(F)(F)F)c2)nc1-c1ccn(-c2ccccc2F)n1	1%	-15%	0%	-6%	-8%[38.3 µM]	1%	-6%
COc1cc(/C(C)=N/NC(=O)CSc2nncn2C)ccc1OCc1ccccc1Cl	4%	14%	16%	0%	33%[activator]	4%	/
Cn1cccc1-c1nc2ccccc2n1Cc1ccccc1	-10%	-4%	2%	-1%	25%[38.3 µM]	-7%	10%
COc1ccc(C(=O)NNC2CC(=O)N(Cc3ccc(Cl)cc3)C2=O)cc1OC (configuration not stated)	6%	5%	-4%	-7%	-7%	-16%	7%[10 µM]
COc1ccc2c(c1OC)C(=O)OC2Nn1cncn1 (configuration not stated)	-4%	?	-5%	-3%	6%[38.3 µM]	10%	16%
COc1ccc(C(C(=O)NC(C)(C)C)N(C(=O)Cn2nnc3ccccc32)c2ccc(C(C)=O)cc2)cc1O (configuration not stated)	/	1%[9.22 µM]	-5%	8%	/	-16%	4%[10 µM]
c1ccc2sc(NC3=NCN(CCN4CCOCC4)CN3)nc2c1	8%	/	5%	-3%	14%	17%	/
CCOc1ccc(CNC(=O)c2ccc(Sc3ccc(C)cc3)c(NC(C)=O)c2)cc1	-4%	1%	1%	-1%	5%	5%	7%[10 µM]
CC(=O)c1ccc(N2CCN(C(=O)COc3ccccc3F)CC2)c(F)c1	?	-15%	7%	3%	7%	4%	27%[10 µM]
O=C(CN1C(=O)/C(=C/c2ccccc2F)Sc2ccccc21)NCc1cccnc1	-6%	-22%	6%	-1%	-7%	3%	-8%

Shown with values under each structure: part of the list above
The line under a structure holds: GAA inhib | HttQ103 aggreg | RGS12 GoLoco inh | aGlu spleen mod | IMPase Li cell | GAA glycogen | HTT cytoprotect
CCOc1ccc(CNC(=O)c2ccc(Sc3ccc(C)cc3)c(NC(C)=O)c2)cc1
    -4% | 1% | 1% | -1% | 5% | 5% | 7%[10 µM]
OCCNCCCCOc1ccccc1F
    -1% | -5% | -2% | 1% | 0%[38.3 µM] | 4% | 5%[10 µM]
CC(=O)c1ccc(N2CCN(C(=O)COc3ccccc3F)CC2)c(F)c1
    ? | -15% | 7% | 3% | 7% | 4% | 27%[10 µM]

Other results follow:
structure	GAA inhib	HttQ103 aggreg	RGS12 GoLoco inh	aGlu spleen mod	IMPase Li cell	GAA glycogen	HTT cytoprotect
C/C(=N/NC(=O)C1CC1(c1ccccc1)c1ccccc1)c1cccs1 (configuration not stated)	-4%	8%	13%	1%	-2%	0%	28%[1.9 µM]
O=C(Nc1cc(N2CCOCC2)ncn1)Nc1cccc2ccccc12	1%	-1%	-2%	-3%	3%[38.3 µM]	-5%	4%
COC(=O)c1cccc(NC(=O)/C=C/c2cccc([N+](=O)[O-])c2)c1	0%	-18%	3%	-6%	13%[38.3 µM]	8%	-28%
Nc1nc(Nc2ccccc2)nc2c1ncn2[C@@H]1O[C@H](CO)[C@H](O)[C@H]1O	/	/	8%	5%	2%	/	/
Cc1ncoc1C(=O)Nc1ccccc1C(N)=O	-2%	-3%	0%	-16%	20%[38.3 µM]	3%	-14%[10 µM]
COc1cc(/C=N/NC(N)=S)ccc1OCC(=O)N1CCOCC1	?	1%	10%	-1%	0%	5%	10%[10 µM]
O=C(COC(=O)c1cnccn1)NCc1ccccc1	4%	7%	9%	0%	8%[38.3 µM]	13%	8%
O=C(Nc1ccc2ccccc2n1)Nc1cccs1	/	18%[9.22 µM]	6%	-2%	/	7%	-5%[10 µM]
O=C(COc1ccccc1)Nc1nnc(-c2ccco2)o1	-2%	3%	9%	/	2%	7%	3%
CCCCC1CCC(C(=O)Nc2ccccc2)CC1 (configuration not stated)	-1%	0%	-4%	0%	8%[38.3 µM]	5%	-7%
CCN1CCc2nc(NC(=O)c3ccc(S(=O)(=O)N(C)C)cc3)sc2C1	-17%	-9%	44%[activator]	-19%	6%	29%	-76%[inhibitor]
Cc1cccc2cc(C#N)c(SCC(=O)NNC(=O)Cc3ccccc3)nc12	2%	10%	18%	-13%	?	7%	10%
CSc1nsc(SC)c1C(=O)OCC(F)(F)F	-5%	?	6%	-2%	?	-5%	0%
CCOc1cc(C)c(S(=O)(=O)NC2CCCCC2)cc1C	?	?	-4%	-12%	23%[38.3 µM]	-20%	2%[0.074 µM]
CCCCOc1cccc(C2(C(=O)O)CCCC2)c1	7%	2%	4%	-13%	34%[activator][38.3 µM]	-5%	-1%
COC(=O)CC1SC(=O)NC1=Nc1ccc(OC)cc1 (configuration not stated)	-2%	2%	4%	-6%	16%[38.3 µM]	0%	20%
O=S(=O)(c1ccc(-c2cn3ccccc3n2)cc1)N1CCOCC1	-4%	13%	13%	5%	-11%[38.3 µM]	-1%	-36%
Cc1cc(C)n(-c2ccc(C(=O)OCC(=O)Nc3cc(Cl)ccc3[N+](=O)[O-])cc2)n1	9%	6%	0%	4%	2%	1%	/
Cc1ccc(C(=O)Nc2cccc(C(F)(F)F)c2)cc1NC(=O)c1nccn1C	/	-20%[9.22 µM]	12%	-1%	/	0%	38%[10 µM]
CCOc1ccc(OCCCCNC(C)(C)C)cc1	-18%	4%[9.22 µM]	-2%	5%	1%	4%	-5%[10 µM]
CC(C(=O)NCc1ccccn1)c1ccc([N+](=O)[O-])cc1 (configuration not stated)	6%	1%	10%	2%	32%[activator]	7%	-25%
COc1ccc(NC(=O)N2c3ccccc3CC2C)cc1OC (configuration not stated)	2%	19%	-1%	-2%	22%[38.3 µM]	0%	-26%
CN(C)S(=O)(=O)N(CC(=O)N1CCN(c2ccccc2F)CC1)c1ccccc1	-5%	6%[9.22 µM]	9%	0%	14%	18%	21%[10 µM]
CCn1cc(C(=O)O)c(=O)c2cc(F)c(N3CCN(C(=S)Nc4ccc(OC)cc4)CC3)cc21	/	-3%[9.22 µM]	1%	3%	/	2%	3%[10 µM]
CCOc1ccc(NC(=O)Nc2cccnc2)cc1	1%	-8%	-1%	-12%	/	11%	-170%[inhibitor]

(list continues)
structure	GAA inhib	HttQ103 aggreg	RGS12 GoLoco inh	aGlu spleen mod	IMPase Li cell	GAA glycogen	HTT cytoprotect
O=C(c1ccc(S(=O)(=O)N2CCCCCC2)cc1)N1CCC(CN2C(=O)c3cccc4cccc(c34)C2=O)CC1	7%	?	8%	6%	-3%[38.3 µM]	1%	5%
CN1C(C(=O)NCc2ccco2)CC2Cn3c(nc4cc5ccccc5cc43)C21 (configuration not stated)	/	-15%[9.22 µM]	6%	-1%	/	-2%	8%[10 µM]
O=C(/C=C/c1ccc(Cl)cc1Cl)NCCN1CCOCC1	-3%	14%	-6%	-1%	4%[38.3 µM]	-1%	-9%
O=C(c1ccccc1)N1CCN(C2CCCCCC2)CC1	8%	11%	-9%	5%	9%[38.3 µM]	5%	9%
CCN(CC)S(=O)(=O)c1ccc(Cl)c(NC(=O)COc2ccc3c(C)cc(=O)oc3c2)c1	-2%	7%	3%	-1%	-23%	2%	/
CCCOc1ccc(CN(CCC#N)C(=S)NC(=O)c2ccccc2)cc1	3%	6%	-9%	2%	-6%	-7%	-1%[10 µM]
CN(C)C(=O)COC(=O)c1ccccc1Nc1ccc(SC(F)F)cc1	0%	5%	3%	-4%	14%	-11%	-14%[10 µM]
COc1ccc(CC(=O)NNC2=Nc3cccc4cccc2c34)cc1OC	/	-10%[9.22 µM]	8%	-2%	/	1%	15%[10 µM]
N=C(N)c1ccc(/C=C\c2ccc(C(=N)N)cc2)cc1	/	/	8%[14.2 µM]	/	5%	/	14%[10 µM]
O=[N+]([O-])c1ccc(/C=C/C2=NN(c3ccccc3)C(c3ccco3)C2)o1 (configuration not stated)	4%	16%	198%[activator]	-6%	8%	5%	-37%
CC1CCc2cc(F)ccc2N1S(=O)(=O)c1ccc(Cl)nc1 (configuration not stated)	-3%	-10%	13%	-6%	1%	-1%	-7%[10 µM]
CCOc1ccccc1NC(=S)NCCCn1ccnc1	-5%	8%	-1%	?	-27%	4%	-22%
COc1ccccc1N1CCN(C2CCN(S(=O)(=O)c3ccc(C)cc3)CC2)CC1	/	-36%[9.22 µM]	-6%	2%	/	0%	-25%[10 µM]
